Bioassay records as filed in PubChem.
PI4K2A block: inhibitors of human PI4K2A; purified PI4K2A, ADP-Glo luminescence, 1 h; hits give low values; Q9BTU6; activity change, negative = inhibition, % at 76.9 µM; 420,000 compounds, 0.13% hits; in the data active means activity change below about -50%; inconclusive means mostly about -30% to -49%;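 further: -100% = wells without enzyme as full effect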
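ADP-Glo luminescence measured ADP generated by PI4K2A enzyme (4 ug/mL before mixing) with 1.2 mM PI substrate (pre-mix) and 300 microM ATP (pre-mix). Tris pH7.5 buffer with MgCl2, Triton X-100; 1 h reaction at ambient temperature.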
HP1b chromo inh: inhibitors of HP1-beta chromodomain binding to methylated histone tails; P83916; AlphaScreen HP1-beta / biotin-H3K9me3 peptide binding; AID 540317; 390,000 compounds, 0.56% hits; Potency, µM (series often up to 114 µM), for the others: at the highest dose activity change, negative = inhibition, actives largely listed as inhibitors; further: potency means the concentration at half of the fitted maximal effect; nearly all actives have a fitted effect of over 70% in size; inactives centre near 23
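Compound inhibition of the preformed complex between 50 nM HP1-beta and 50 nM biotinylated H3K9me3 peptide was read by AlphaScreen. Buffer was PBS pH 7.4 with 0.01% Tween-20. Incubations ran 30 min at room temperature, with 10 ug/mL donor/acceptor beads.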
USP1-UAF1 inh: blocks the human USP1/UAF1 deubiquitinase complex | O94782 | recombinant USP1/UAF1, Ub-Rhodamine cleavage fluorescence | Potency, µM (top dose mostly 57.1 µM), for the others: top-dose activity change, negative = inhibition, actives largely listed as inhibitors | 390,000 compounds, 0.23% hits; further: potency means the concentration at half of the fitted maximal effect; on the % scale 0 is the no-effect control and ±100 the full control effect; nearly all actives have a fitted effect of over 60% in size; inactives centre near -12
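1 nM enzyme complex + cpd, 15 min RT; start with Ub-Rho 150nM final; kinetic fluorescence ex 480/em 540, 6 reads q60 s. Buffer 50mM HEPES pH 7.8, 0.5mM EDTA, 0.1 mg/ml BSA, 1mM TCEP, 0.01% Tween-20.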
GLS inhibitor: inhibitors of human glutaminase (GLS); O94925; GLS enzymatic activity, qHTS titration; Potency, µM (titrated, usually from 45.5 µM), for the others: at the top dose activity change, negative = inhibition, most hits filed as inhibitors; 410,000 compounds, 0.21% hits; AID 624170; further: potency means the concentration at half of the fitted maximal effect; on the % scale 0 is the no-effect control and ±100 the full control effect
Target sequence (O94925 whole entry, looked up): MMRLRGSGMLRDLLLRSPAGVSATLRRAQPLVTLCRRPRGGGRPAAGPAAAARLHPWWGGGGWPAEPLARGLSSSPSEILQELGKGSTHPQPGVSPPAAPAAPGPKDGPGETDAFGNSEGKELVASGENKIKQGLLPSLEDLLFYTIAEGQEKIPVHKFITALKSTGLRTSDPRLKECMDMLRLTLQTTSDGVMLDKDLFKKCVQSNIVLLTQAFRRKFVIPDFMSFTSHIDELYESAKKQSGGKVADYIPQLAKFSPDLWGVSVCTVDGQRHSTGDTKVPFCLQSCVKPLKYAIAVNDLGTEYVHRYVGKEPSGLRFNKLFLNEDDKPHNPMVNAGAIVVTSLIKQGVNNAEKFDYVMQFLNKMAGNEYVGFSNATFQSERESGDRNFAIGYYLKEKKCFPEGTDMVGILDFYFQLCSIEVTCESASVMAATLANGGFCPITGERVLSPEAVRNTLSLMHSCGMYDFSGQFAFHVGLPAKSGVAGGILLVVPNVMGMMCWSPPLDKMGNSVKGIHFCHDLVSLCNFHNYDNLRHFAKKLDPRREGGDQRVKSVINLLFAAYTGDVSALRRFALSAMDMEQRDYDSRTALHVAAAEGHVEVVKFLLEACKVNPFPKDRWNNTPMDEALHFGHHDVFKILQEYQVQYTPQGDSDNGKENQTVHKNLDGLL
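hKGA in 45 mM KH2PO4 (pH 8.2), 0.02% Tween-20 with compound, then 1mM L-Glutamine (stock as added) plus glutamate oxidase/HRP/Amplex red coupling mix. Fluorescence read initially and after 30 min at RT; signal change reflects glutamate formation.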
Tb PGK inh: T. brucei PGK inhibition | P07378 | PGK/GAPDH coupled, Kinase-Glo luminescence, 60 min | Potency, µM (top dose mostly 57.5 µM), without a hit: at the highest dose activity change, negative = inhibition, most hits filed as inhibitors | 380,000 compounds, 0.043% hits | AID 602233; further: potency means the concentration at half of the fitted maximal effect; on the % scale 0 is the no-effect control and ±100 the full control effect; nearly all actives have a fitted effect of over 60% in size
Target sequence (P07378 whole entry, looked up): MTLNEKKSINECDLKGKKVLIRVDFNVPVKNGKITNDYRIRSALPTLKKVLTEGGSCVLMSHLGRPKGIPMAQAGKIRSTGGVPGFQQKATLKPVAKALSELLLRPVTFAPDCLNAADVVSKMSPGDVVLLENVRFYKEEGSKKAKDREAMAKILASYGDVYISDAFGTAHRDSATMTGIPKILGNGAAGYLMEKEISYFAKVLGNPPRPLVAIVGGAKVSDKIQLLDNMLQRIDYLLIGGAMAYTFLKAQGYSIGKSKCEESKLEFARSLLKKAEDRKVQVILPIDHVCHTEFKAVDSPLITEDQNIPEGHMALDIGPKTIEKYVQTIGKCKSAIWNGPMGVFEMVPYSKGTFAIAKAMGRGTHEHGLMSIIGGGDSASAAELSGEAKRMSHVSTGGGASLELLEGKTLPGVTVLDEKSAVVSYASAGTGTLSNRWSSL
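Luminescent ATP detection (Kinase-Glo Plus) follows a 60-minute room-temperature incubation, with wells lacking PGK as controls. Buffer: 100 mM TEA (pH 7.6), 5 mM MgCl2, 0.01% Tween-20. Coupling enzyme GAPDH (100 nM final) supplies unstable 1,3-BPG in-well.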
IDH1 R132H inh: blocks human mutant IDH1 R132H enzyme. IDH1-R132H enzyme, NADPH consumption, diaphorase/resazurin fluorescence. 390,000 compounds, 0.093% hits. O75874. AID 602179. Potency, µM (highest dose often 76.6 µM), for inactives: at the top dose activity change, negative = inhibition, usual class: inhibitors; further: potency means the concentration at half of the fitted maximal effect; on the % scale 0 is the no-effect control and ±100 the full control effect; nearly all actives have a fitted effect of over 65% in size
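IDH1-R132H (0.5 ug/mL dispensed) in pH 7.5 Tris buffer was preincubated 30 min with compound, then given a substrate mix of 0.016 mM NADPH and 2 mM alpha-KG for 80 min at room temperature; remaining NADPH was read by diaphorase/resazurin fluorescence.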
TrxR1 inh: inhibitors of rat thioredoxin reductase 1 | O89049 | recombinant rTrxR1, NADPH fluorescence consumption, selenite substrate | Potency, µM (series often up to 114 µM), for inactives: top-dose activity change, negative = inhibition, hits mostly inhibitors | 390,000 compounds, 1% hits | AID 588453; further: potency means the concentration at half of the fitted maximal effect; on the % scale 0 is the no-effect control and ±100 the full control effect; nearly all actives have a fitted effect of over 65% in size
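Rat TrxR1 (90 nM in the dispensed reagent) was pre-reduced with 400 uM NADPH for 5 min at room temperature, then incubated with compound for 15 min. After 400 uM selenite was added, NADPH fluorescence (Ex 340/Em 450 nm) was followed for 8 min.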
Pin1 inh: blocks the human prolyl isomerase Pin1. Q13526. Pin1 FP peptide displacement, HiFluor488, 10 min. Potency, µM (highest dose often 115 µM), without a hit: top-dose activity, negative = inhibition, usual class: inhibitors. 390,000 compounds, 0.009% hits. AID 504891; active means well fitted inhibition curve with a large enough effect in the polarisation, with a control signal flat, not every such curve was filed as active; inconclusive means small, poorly fitted or top-dose-only effect, or effect the other way, or a change in a side signal; inactive means no such curve, though single readings can be large or run the other way; the % refers to the polarisation; further: potency means the concentration at half of the fitted maximal effect; on the % scale 0 is the no-effect control and ±100 the full control effect
TrxR1 substrate: substrates of rat thioredoxin reductase 1; O89049; purified TrxR1 substrate turnover, NADPH consumption readout; Potency, µM (top dose mostly 114 µM), without a hit: top-dose activity change, negative = substrate turnover; 390,000 compounds, 0.01% hits; further: potency means the concentration at half of the fitted maximal effect; on the % scale 0 is the no-effect control and ±100 the full control effect; nearly all actives have a fitted effect of over 50% in size
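Rat TrxR1, dispensed at 90 nM, was prereduced with 400 uM NADPH (final) for 5 min at ~22 deg C, then incubated with compound 15 min before 400 uM selenite. A first-read NADPH fluorescence drop versus no-compound background flagged substrates.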
* hit, by the source's call; i = inactive; ? = inconclusive; / = no result given; & = joins results of further samples; [ ] = another dose, or the depositor's remark. Unless noted, the call rests on the fitted dose curve; in most records, active means well fitted curve in the direction sought with a large enough effect; inconclusive means small, poorly fitted or top-dose-only effect, or another doubt; inactive means no such curve, though single readings can be large; an effect the other way counts as inactive or inconclusive. Some of the compounds tested, so the mix of outcomes need not match the whole.

SMILES	PI4K2A block	HP1b chromo inh	USP1-UAF1 inh	GLS inhibitor	Tb PGK inh	IDH1 R132H inh	TrxR1 inh	Pin1 inh	TrxR1 substrate
O=C(O)c1cc(NC(=O)c2ccc(Br)cc2)cc(NC(=O)c2ccc(Br)cc2)c1	-0.7	14.9%	?	8.1%	-3.0%	-6.3%	26.1%	?	3.9%
CC(=O)Nc1ccc(OCC(=O)N2CCC(Cc3ccccc3)CC2)cc1	3.7	6.1%	-7.9%	0.6%	-2.0%	-4.8%	17.8%[57.1 µM]	4.3%	4.0%[57.1 µM]
C=CCn1c(=O)n2ncnc2c2c3c(sc21)CCCC3	1.1	34.6%	-7.4%	-2.0%	i	1.0%	-21.0%	2.6%	-10.1%
COC(=O)C1C(c2ccc(Br)cc2)Nc2nnc(C(F)(F)F)n2C1(C)O (centres undefined)	-0.3	20.3%	-2.5%	4.7%	6.7%	5.6%	-3.4%[57.1 µM]	-1.4%	-3.0%[57.1 µM]
O=C(O)COc1ccc(/C=C/c2nc3ccc([N+](=O)[O-])cc3s2)cc1	1.5	5.0%	-17.2%	1.9%	-2.8%	4.7%	?	31.4%[activator]	?
O=C(CSc1nc2ccccc2s1)N/N=C/c1cc([N+](=O)[O-])ccc1O	7.4	18.9%	-21.4%	1.6%	-8.8%	5.7%	11.7%	3.7%	-1.4%
COc1cccc(C(=O)Nc2ccccc2-c2nc(-c3ccc(C)cc3)no2)c1	-0.3	12.1%	8.2%	-1.0%	-0.4%	-2.5%	19.2%	?	5.5%
O=C(CSc1n[nH]c(-c2ccc(Br)cc2)n1)NC1CCCC1	0.6	40.5%[activator]	-18.4%	0.8%	1.4%	5.1%	12.2%	-3.7%	5.2%
OB(O)c1csc2ccccc12	/	10.5%	/	/	/	/	9.0%	-2.5%	0.9%
COc1ccc(C(=O)NNC(=O)CSc2nnc(-c3ccc(O)cc3)n2C)cc1	-7.9	40.7%[activator]	-25.1%	-22.0%	-6.9%	-6.2%	3.2%	-8.5%	5.1%[57.1 µM]
CCCCn1c(N)c(N(CCOC)C(=O)CSCc2ccccc2C)c(=O)[nH]c1=O	-0.7	45.5%[activator]	-15.8%	-4.6%	i	10.6%	-5.0%	1.6%	-2.2%
COc1ccc([N+](=O)[O-])cc1N(CC(O)CN(CC(C)C)CC(C)C)S(=O)(=O)c1ccc(C)cc1 (centres undefined)	7.1	6.4%[57 µM]	-19.3%	0.1%	i	1.7%	2.9%	23.6%	-12.4%
CN1CCN(C(=S)Nc2ccccc2Cl)CC1	7.4	28.5%	-1.9%	6.6%	-8.0%	-0.4%	14.8%[57.1 µM]	-15.2%	5.1%[57.1 µM]
COc1ccc(S(=O)(=O)N(CC(=O)NC2CC2)c2ccc(C)cc2)cc1OC	5.8	28.6%	-11.4%	10.9%	i	1.7%	1.4%[57.1 µM]	0.9%	-3.2%[57.1 µM]
O=C(Nc1cccc(NS(=O)(=O)c2ccc(S(=O)(=O)NC3CC3)cc2)c1)c1ccccn1	3.7	21.8%	0.4%	0.7%	-7.1%	1.9%	-13.3%[57.1 µM]	2.6%	-11.9%[57.1 µM]
CCN(CC)c1cc(C)c2cc(NC(=O)CNC(C)=O)ccc2n1	4.6	24.3%	-7.8%	0.0%	-5.0%	1.7%	12.1%	-4.6%	79.0%[activator]
O=C(NCCc1ccc2c(c1)OCCO2)c1ccc([N+](=O)[O-])cc1Cl	3.9	11.6%	-20.2%	-14.6%	-6.8%	0.2%	24.5%	-0.1%	0.2%
Cc1cccc(Cn2cc(SCC(=O)Nc3nccs3)c3ccccc32)c1	1.6	48.5%[activator]	-19.8%	-3.9%	-9.6%	15.1%	6.6%[57.1 µM]	3.9%	14.4%[57.1 µM]
O=S(=O)(Nc1nc2ccccc2s1)c1ccc(Br)s1	-1.0	29.5%	-14.9%	13.2%	/	-1.0%	?	-0.7%	5.8%
CC1=CC(C)(C)NC(=S)N1CCO	-7.7	29.6%[57 µM]	-6.9%	-2.2%	-0.9%	-1.9%	7.3%[2.29 µM]	-0.1%	-3.9%[57.1 µM]
Cc1cc(OCCn2cncn2)ccc1[N+](=O)[O-]	5.4	34.3%[activator]	-0.6%	0.8%	1.7%	0.9%	14.8%	4.4%	0.8%
COC(=O)C1=C(C(=O)OC)[C@@H]2Nc3ccccc3[C@@]23C[C@@H](C(=O)OC)N(C(C)=O)C3=N1	-1.2	25.0%	-21.9%	16.7%	-9.4%	1.6%[38.3 µM]	-12.8%	3.2%	-9.9%
Cc1sc2nc(CN3CCOCC3)nc(NS(=O)(=O)c3ccc4c(c3)OCCO4)c2c1C	8.7	32.5%	-10.3%	13.0%	-7.6%	1.5%	-13.9%	1.6%	-2.1%
Cc1ccccc1Cn1c(C)cc(C)c(C#N)c1=O	2.6	18.5%	-10.4%	1.0%	i	1.1%	12.2%[57.1 µM]	-4.4%	4.7%[57.1 µM]
CC(C)CNC(=O)CSc1n[nH]c(=O)n1CCc1ccccc1	5.4	21.3%	?	-16.4%	-7.2%	8.9%	14.3%	-5.7%	5.4%
Cc1ccc(NC(=O)n2ncc3c(C)cccc32)c(C)c1	-2.8&0.7	14.6%&20.6%	-10.4%&-24.0%	-0.2%&0.8%	-5.0%&-0.7%	9.9%&-6.9%	22.8%&12.5%	-9.1%&-1.8%	3.0%&0.7%
CCOC(=O)N1CCN(C(=O)C(CC(C)C)NS(=O)(=O)c2ccc(C)cc2)CC1 (centres undefined)	-4.3	26.8%	-9.8%	-4.5%	-1.8%	-1.3%	9.2%	-4.8%	1.1%
CCCCN(C(=O)COC(=O)c1nc2nccc(C)n2n1)C1CCS(=O)(=O)C1 (centres undefined)	1.6	29.2%	-5.2%	3.3%	-0.8%	-1.2%	16.5%	-0.7%	9.5%
Cc1ccc(NC(=O)c2cc(S(=O)(=O)N3CCCc4ccccc43)ccc2F)cc1F	-6.0	45.9%	-12.9%	-4.7%	-5.5%	0.5%	13.1%[57.1 µM]	-1.9%	1.6%[57.1 µM]
CCc1ccccc1NC(=O)c1ccc(CN2C(=O)CCn3nc(C)cc32)cc1	2.9	44.0%[activator]	2.5%	-2.8%	5.8%	-3.4%	27.5%	-7.1%	3.0%
O=C(CN1C(=O)C2CC=CCC2C1=O)NC1CCCCC1 (centres undefined)	-0.8	51.4%[activator]	-10.7%	-0.2%	-11.8%	2.5%	28.5%	2.8%	3.3%
Cc1nn(C)cc1S(=O)(=O)Nc1ccccc1Br	-4.3	15.7%	-13.7%	2.5%	-3.9%	8.2%	26.8%	-9.9%	12.5%
CCOc1ccc(CC(=O)NCC2(N3CCCCC3)CCCCC2)cc1	7.7	28.0%	?	-5.3%	15.4%	1.9%	18.0%	7.8%	8.5%
O=C(NCc1ccccc1)c1ccc(NC(=O)c2ccco2)cc1	-5.2	43.2%[activator]	-13.2%	-1.6%	-4.2%	-8.7%	11.4%	-0.2%	-0.2%
COc1cccc(NC(=O)C(=O)NCC(c2ccc3c(c2)OCO3)N2CCOCC2)c1 (centres undefined)	-2.0	25.7%[57 µM]	-12.4%	-12.8%	-3.5%	-0.1%	16.6%[57.1 µM]	37.0%[activator]	5.7%[57.1 µM]
Cc1cccc(NC(=O)NC2(C(=O)NCc3ccco3)CCCCC2)c1	-7.9	14.9%	0.8%	-2.9%	-1.6%	-8.5%	27.2%	0.0%	-1.2%
Cc1ccc(NS(=O)(=O)c2cc(-c3n[nH]c(=O)c4ccccc34)ccc2C)cc1	1.3	6.9%	-18.8%	4.6%	1.7%	-3.1%	10.5%	6.7%	3.1%
Cc1ccc(OCC(=O)N/N=C/c2ccc([N+](=O)[O-])o2)cc1	-7.4	2.1%	-10.7%	10.1%	/	3.1%	?	-8.7%	-1.9%
COc1cc(/C=C2/C(=O)N(c3ccc(C)c(C)c3)N=C2C)cc([N+](=O)[O-])c1O	-10.3	?	-22.1%	-6.0%	-6.7%	2.7%	-8.8%	-6.0%	-5.3%
Cc1cc(Cl)ccc1NC(=O)C1CCN(S(C)(=O)=O)CC1	2.0	40.4%[activator]	-15.6%	-6.1%	-8.8%	-0.1%	16.3%	6.2%	1.1%
COc1ccc(S(=O)(=O)Nc2noc3ccccc23)cc1OC	-5.7	76.0%[activator]	-25.2%	-4.1%	-5.3%	8.6%	43.3%[activator]	-5.9%	18.6%
CCOC(=O)c1nnn(CC(=O)Nc2ccccc2OC)c1C(=O)OCC	4.7	25.7%	-17.8%	-0.8%	-2.0%	0.7%	21.8%[57.1 µM]	-13.8%	12.3%[57.1 µM]
CCN1CCN(c2ccc(S(=O)(=O)N3CCCCC3)cc2NC(=O)/C=C/c2cc(OC)ccc2OC)CC1	0.6	3.0%	-16.4%	1.4%	-3.4%	1.5%	59.5%[activator]	9.4%	40.1%[activator]
